Compound activity: PubChem BioAssay, NCI
All columns: NCI-60 one-dose screen, growth in % after 48 h at 10 µM unless noted; 100 = growth as untreated, 0 = no growth, -100 = all killed.
MALME-3M – MALME-3M melanoma | 78,000 compounds, 5.8% hits | AID 1794766
SK-MEL-2 – SK-MEL-2 melanoma; 77,000 compounds, 4.7% hits; AID 1794763
LOX IMVI – LOX IMVI melanoma; 79,000 compounds, 7.4% hits
UACC-257 – UACC-257 melanoma; 78,000 compounds, 4.4% hits; AID 1794764
T-47D – T-47D breast cancer; AID 1794792; 79,000 compounds, 5% hits
SK-MEL-5 – SK-MEL-5 melanoma. 80,000 compounds, 6.4% hits
HS 578T – HS 578T breast cancer. 78,000 compounds, 4.1% hits
SK-MEL-28 – SK-MEL-28 melanoma; 81,000 compounds, 4.1% hits; AID 1794761
Numbers without * were called inactive; nt = no result given; & = joins results of further samples. How the source made its calls: active means growth percent below 10; inactive means the rest.

(1) CC(=O)c1ccc(NC(=O)COc2ccc(C3SCC(=O)N3c3ccccc3)cc2)cc1 (stereo not given)
(2) O=C1NCN(CCO)CN1
(3) C[C@]12CC[C@@H]3c4ccc(O)cc4CC[C@H]3[C@@H]1CC[C@@H]2OC(=O)CCC1CCCC1
(4) CCCCCCCCCCOC(=O)c1nn(C(C)=O)c2cc(F)c(F)cc12
(5) C=C1C(=O)O[C@H]2[C@H]1CC/C(COC(=O)CCC(=O)NCCCNC(=O)CCC(=O)OC/C1=C/CC[C@@]3(C)O[C@H]3[C@H]3OC(=O)C(=C)[C@@H]3CC1)=C\CC[C@@]1(C)O[C@@H]21

| entry no. | 1 | 2 | 3 | 4 | 5 |
| --- | --- | --- | --- | --- | --- |
| MALME-3M | 100 | 93 | 127 | 94 | 110 |
| SK-MEL-2 | 104 | 108 | 112 | 99 | 91 |
| LOX IMVI | 58 | 103 | 96 | 92 | 98 |
| UACC-257 | 106 | 97 | 96 | 84 | 86 |
| T-47D | 98 | 90 | 112 | 86 | 89 |
| SK-MEL-5 | 104 | 106 | 97 | 94 | 102 |
| HS 578T | 108 | 97 | 87 | 102 | 95 |
| SK-MEL-28 | 105 | 110 | 111 | 117 | 109 |

(6) Cc1[nH]c(/C=C/C(=O)c2ccc(C(F)(F)F)c(F)c2)c(C)c1C(=O)N1CCCC1
(7) Cc1nc(N)[nH]c(=O)c1CCCCc1ccccc1
(8) CCOC(=O)C1=C(C)NC(SCc2nc(C)c(C)nc2C)N=C1c1ccc(OC)cc1 (stereo not given)
(9) O=C(CSC(=S)N1CCCCC1)Nc1ccccc1
(10) COc1cc(C(C)c2ccc3c(ccn3C)c2)cc(OC)c1OC (stereo not given)

| entry no. | 6 | 7 | 8 | 9 | 10 |
| --- | --- | --- | --- | --- | --- |
| MALME-3M | 89&92 | 100 | 100 | 101 | 68 |
| SK-MEL-2 | 107&96 | 97 | 100 | 92 | 31 |
| LOX IMVI | 100 | 100 | 85 | 94 | 23 |
| UACC-257 | 94&92 | 107 | 92 | 92 | 61 |
| T-47D | 78&82 | 106 | 60 | 82 | 57 |
| SK-MEL-5 | 94&89 | 104 | 85 | 98 | -52* |
| HS 578T | 91&90 | 108 | 92 | 106 | 35 |
| SK-MEL-28 | 99&109 | 104 | 95 | 104 | 67 |

(11) CN1CCN(Cc2ccc(NC(=O)c3cncc(C#Cc4c(N)ncc5c(F)cccc45)c3)cc2C(F)(F)F)CC1
(12) CCC(CC)n1c(C)cc(=O)n1C(CC)CC
(13) C=CCc1c(N(C)c2ccc(OC)cc2)ncnc1-n1cnc2ccccc21
(14) C/C=C\C=C\C(=O)O
(15) O=C1c2ccccc2CCc2ccccc21

| entry no. | 11 | 12 | 13 | 14 | 15 |
| --- | --- | --- | --- | --- | --- |
| MALME-3M | -74* | 142 | 110 | 96 | 98 |
| SK-MEL-2 | -65* | 111 | 91 | 103 | 102 |
| LOX IMVI | -96* | 102 | 89 | 102 | 94 |
| UACC-257 | -73* | 106 | 98 | 91 | 103 |
| T-47D | -25* | 105 | 71 | 93 | nt |
| SK-MEL-5 | -87* | 98 | 94 | 101 | 99 |
| HS 578T | -26* | 110 | 89 | nt | 105 |
| SK-MEL-28 | -87* | 107 | 103 | nt | 106 |

(16) COc1ccc(-c2nn(-c3cccc(Cl)c3)cc2/C=C2\NC(=S)N(c3ccc(Cl)cc3)C2=O)cc1
(17) O=C(c1ccc(OCCN2CCCCC2)cc1)c1c(-c2ccc(OS(=O)(=O)c3cccc4cccnc34)cc2)sc2cc(OS(=O)(=O)c3cccc4cccnc34)ccc12
(18) Cc1nc2sc(C(=O)Nc3ccc(Cl)cc3)c(N)c2c(C)c1Br
(19) Clc1cc(Cl)c(I)c(Cl)c1
(20) CC12CCCCC1=CC(=O)CC2 (stereo not given)

| entry no. | 16 | 17 | 18 | 19 | 20 |
| --- | --- | --- | --- | --- | --- |
| MALME-3M | 19 | 117 | 100 | 117 | 95 |
| SK-MEL-2 | -26* | 100 | 77 | 99 | 98 |
| LOX IMVI | 1.6* | 97 | 89 | 100 | 101 |
| UACC-257 | 1.6* | 101 | 108 | 95 | 108 |
| T-47D | 12 | 89 | 72 | 89 | 91 |
| SK-MEL-5 | 24 | 88 | 90 | 103 | 109 |
| HS 578T | 26 | 101 | 106 | 90 | 92 |
| SK-MEL-28 | -34* | 101 | 108 | 100 | 111 |

(21) CC(C)OCCCNc1ncnc2nc[nH]c12
(22) O=C(O)c1cn(C2CC2)c2cc(N3CCN(Cc4nc5c(cnn5-c5ccc([N+](=O)[O-])cc5)c(=O)[nH]4)CC3)c(F)cc2c1=O
(23) O=C(c1c[nH]c(=O)c(-c2ccccc2)c1)c1ccccc1O
(24) Cc1ccc(S(=O)(=O)N(C)CC(=O)NNC(=O)Cc2ccc3c(c2)OCCO3)cc1
(25) Cc1ccc2nc(CCS)[nH]c2c1

| entry no. | 21 | 22 | 23 | 24 | 25 |
| --- | --- | --- | --- | --- | --- |
| MALME-3M | 90 | 98 | 92 | 121 | 118 |
| SK-MEL-2 | 102 | 120 | 93 | 108 | 128 |
| LOX IMVI | 95 | 101 | 103 | 104 | 105 |
| UACC-257 | 88 | 106 | 86 | 101 | 109 |
| T-47D | 82 | 104 | 78 | 69 | 109 |
| SK-MEL-5 | 99 | 99 | 95 | 103 | 104 |
| HS 578T | 91 | 105 | 80 | 97 | nt |
| SK-MEL-28 | 113 | 106 | 94 | 109 | 110 |

(26) Cn1c(C(=O)NCc2ccc(Cl)cc2Cl)nc2ccccc2c1=O
(27) O=C(NC1CCN(Cc2ccccc2)CC1)c1cc2nc(-c3ccc(Cl)s3)cc(C(F)(F)F)n2n1
(28) CC(C)CSc1nc(NC2CC2)c(C#N)c(-c2ccc(F)cc2)n1
(29) N#Cc1cccc(CN2CCC3=C(C2)C(=O)N(Cc2ccc(Cl)cc2)C2=NCCN23)c1
(30) CC(=O)c1cc(C(=O)c2ccccc2)n2cc(C)cc(C)c12

| entry no. | 26 | 27 | 28 | 29 | 30 |
| --- | --- | --- | --- | --- | --- |
| MALME-3M | 110 | -84* | 125 | 50 | 100 |
| SK-MEL-2 | 92 | -63* | 95 | 39 | 97 |
| LOX IMVI | 100 | 45 | 83 | 48 | 102 |
| UACC-257 | 68 | -66* | 118 | 11 | 109 |
| T-47D | 77 | 97 | 94 | 24 | 84 |
| SK-MEL-5 | 90 | 89 | 99 | 13 | 95 |
| HS 578T | 96 | 87 | 73 | 46 | 96 |
| SK-MEL-28 | 108 | -97* | 110 | 48 | 98 |

(31) CC(=O)c1c(C)[nH]c2c1c(-c1cccnc1)nc1ccccc12
(32) COc1ccc(S(=O)(=O)NCCNc2nccc(-c3c(-c4ccccc4)nc4sccn34)n2)cc1
(33) Nc1c(C(=O)Nc2ccccn2)sc2nc3c(cc12)CCCCCC3
(34) COc1ccc(CN2c3ccccc3Oc3ccccc32)cc1O
(35) CCCCCCCCCC(N)=O

| entry no. | 31 | 32 | 33 | 34 | 35 |
| --- | --- | --- | --- | --- | --- |
| MALME-3M | 97 | 61 | 21 | 45 | 100 |
| SK-MEL-2 | 96 | 3.0* | 11 | -6.7* | 116 |
| LOX IMVI | 93 | 19 | 36 | 39 | 110 |
| UACC-257 | 99 | 46 | 49 | 39 | 96 |
| T-47D | 81 | 11 | 23 | 31 | 101 |
| SK-MEL-5 | 98 | -80* | 9.5* | nt | 108 |
| HS 578T | 92 | 47 | 19 | 31 | nt |
| SK-MEL-28 | 111 | 31 | 51 | nt | 105 |

(36) CN1CCN(c2ccc(/C=N/NC(=O)CSc3nc4ccccc4c(=O)n3-c3ccccc3)cc2)CC1
(37) Cc1cc(C)c(-n2cnc3c(=O)[nH]c(N)nc32)cc1C
(38) CC(C)NC(=S)Nc1c(N)n(C)c(=O)n(C)c1=O
(39) COc1ccc2cc(-c3csc(N)n3)c(=O)oc2c1
(40) COc1ccc2c(c1)N(CCO)C1=C(C(=O)OC1)C2c1cccc(F)c1 (stereo not given)

| entry no. | 36 | 37 | 38 | 39 | 40 |
| --- | --- | --- | --- | --- | --- |
| MALME-3M | 122 | 174 | nt | 88 | 56 |
| SK-MEL-2 | 117 | 109 | 106 | 93 | 31 |
| LOX IMVI | 103 | 102 | 92 | 93 | 27 |
| UACC-257 | 114 | 133 | 107 | 104 | 68 |
| T-47D | 99 | 106 | 99 | 77 | 57 |
| SK-MEL-5 | 92 | 99 | 115 | 87 | 12 |
| HS 578T | 98 | 96 | 115 | 36 | 34 |
| SK-MEL-28 | 108 | 136 | 124 | 100 | 48 |

(41) COc1c(O)c(O)cc2c3c(oc12)CC(c1ccc(Cl)cc1)CC3=O (stereo not given)
(42) O=C(O)c1cc(=O)cc(C(=O)O)[nH]1
(43) COc1ccc(NC2=C(Cl)C(=O)c3nc(C)ccc3C2=O)cc1OC
(44) N#CCc1ccc(Cl)cc1Cl
(45) NS(=O)(=O)c1ccc(C(=O)N/N=C/c2cccc(O)c2)cc1

| entry no. | 41 | 42 | 43 | 44 | 45 |
| --- | --- | --- | --- | --- | --- |
| MALME-3M | 100 | 106 | 95 | 83 | 92 |
| SK-MEL-2 | 68 | 106 | 100 | 91 | 110 |
| LOX IMVI | 29 | 104 | -3.1* | 96 | 91 |
| UACC-257 | 53 | 116 | 91 | 107 | 96 |
| T-47D | 36 | 96 | 15 | 102 | 97 |
| SK-MEL-5 | 34 | 103 | 87 | 99 | 99 |
| HS 578T | 99 | nt | 119 | 104 | 102 |
| SK-MEL-28 | 50 | 112 | 102 | 107 | 100 |

(46) O=C1/C(=C/c2ccncc2)Nc2cc3c(cc21)OCO3
(47) CN(C)c1ccc(/C=C2\SC(N3CCCCC3)=NC2=O)cc1
(48) Cc1cc(C)cc(C(=O)c2cc(Cl)ccc2OCCn2c(=O)ccn(CCOc3ccc(C(C)(C)C)cc3)c2=O)c1
(49) CCCCCCCC(=O)NO
(50) COc1ccc(/C=C(\c2cc(OC)c(OC)c(OC)c2)c2nnc(-c3ccc(N(C)C)cc3)o2)cc1

| entry no. | 46 | 47 | 48 | 49 | 50 |
| --- | --- | --- | --- | --- | --- |
| MALME-3M | 92 | nt | 73 | 79&118 | nt |
| SK-MEL-2 | 97 | 106 | 82 | 112&111 | 98 |
| LOX IMVI | 101 | 101 | 84 | 90&83 | 89 |
| UACC-257 | 108 | 105 | nt | 107&98 | 100 |
| T-47D | 96 | 99 | 59 | 103&118 | 74 |
| SK-MEL-5 | 102 | 101 | 73 | 104&101 | 84 |
| HS 578T | 116 | 112 | 72 | 105&107 | 89 |
| SK-MEL-28 | 113 | 110 | nt | 113&104 | 91 |

(51) Cc1cc(NCCN2CCOCC2)n2c(nc3ccccc32)c1C#N
(52) O=C(O)c1ccc(SSc2ccc(C(=O)O)cc2)cc1
(53) CCNC(=O)N1CCN(C)CC1
(54) CN(CCCNC(=O)c1cccc(C(=O)O)c1)CCCNC(=O)c1cc(NC(=O)c2cc(NC(=O)c3nc(NC(=O)c4cc(NC(=O)[C@H](N)CCNC(=O)c5nc(NC(=O)c6cc(NC(=O)c7cc(NC(=O)c8sccc8Cl)cn7C)cn6C)cn5C)cn4C)cn3C)cn2C)cn1C
(55) O=C(NNC(=O)c1ccc2ccccc2c1)c1cccc(Cl)c1

| entry no. | 51 | 52 | 53 | 54 | 55 |
| --- | --- | --- | --- | --- | --- |
| MALME-3M | 105 | 116 | 162 | 111 | nt |
| SK-MEL-2 | 88 | 86 | 114 | 106 | 105 |
| LOX IMVI | 100 | 52 | 108 | 100 | 97 |
| UACC-257 | 88 | 117 | 110 | 110 | 101 |
| T-47D | 68 | 130 | 111 | 62 | 102 |
| SK-MEL-5 | 94 | 102 | 109 | 109 | 103 |
| HS 578T | 117 | 89 | 103 | nt | 108 |
| SK-MEL-28 | 92 | 116 | 121 | 114 | 114 |

(56) COC(=O)C(N)C(=O)OC
(57) Nc1ncc(-c2ccc3ncnc(N4CCc5cc(F)c(Cl)cc54)c3c2)cc1C(F)(F)F
(58) CCOC(=O)c1c(Cl)c2c(n1Cc1ccc(OC)cc1)-c1oncc1CCC2
(59) COc1ccc(C(=O)NNC(=O)CSc2nc3sc4c(c3c(=O)n2-c2ccc(Cl)cc2)CCCC4)cc1
(60) CC(C)=C1C2CCC1C1C(=O)OC(=O)C21 (stereo not given)

| entry no. | 56 | 57 | 58 | 59 | 60 |
| --- | --- | --- | --- | --- | --- |
| MALME-3M | 90 | 14 | 119 | 60 | 111 |
| SK-MEL-2 | 110 | 28 | 103 | 92 | 104 |
| LOX IMVI | 99 | 13 | 78 | 56 | 93 |
| UACC-257 | 99 | 48 | 96 | 100 | 112 |
| T-47D | nt | 20 | 84 | 73 | 85 |
| SK-MEL-5 | 93 | 38 | 72 | 47 | 101 |
| HS 578T | 94 | -4.4* | 67 | 60 | 93 |
| SK-MEL-28 | 104 | 38 | 101 | 73 | 109 |

(61) COC(=O)CN1C(=O)c2cc(-c3ccccc3)nc(C)c2C1=O
(62) COc1cc2c3c(n(CCCCNCCCn4c5c(c6cc(OC)c(OC)cc6c4=O)C(=O)c4cc6c(cc4-5)OCO6)c(=O)c2cc1OC)-c1cc2c(cc1C3=O)OCO2
(63) COc1ccc(Cl)cc1Cl
(64) O=C1CCC(=O)N1Cl

| entry no. | 61 | 62 | 63 | 64 |
| --- | --- | --- | --- | --- |
| MALME-3M | 99 | 82 | 106 | 98 |
| SK-MEL-2 | nt | 114 | nt | nt |
| LOX IMVI | 98 | 95 | 106 | 107 |
| UACC-257 | 99 | 95 | 102 | 109 |
| T-47D | 102 | 89 | 107 | 95 |
| SK-MEL-5 | 106 | 102 | 102 | 106 |
| HS 578T | 99 | 104 | nt | 106 |
| SK-MEL-28 | 110 | 109 | 112 | 110 |
